Screening results (PubChem BioAssay)
GRP78 ERSR act – ER stress response induction in glioma; U87-MG GRP78 promoter luciferase reporter, 16 h; Potency, µM, inactives show at the highest dose activation, most hits filed as activators; 0.02% of 420,000 active; note: potency is the fitted concentration of half-maximal effect; series mostly up to about 76 µM; % of control where 0% means no effect; nearly all actives have a fitted effect of over 35% in size
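ERSR induction read as luciferase luminescence (Bright-Glo, 10 min at room temperature) in stably transfected human U87-MG glioma cells exposed to compounds for 16 h, using GRP78 as sensor.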
BLM helicase inh – Bloom syndrome helicase (human) inhibition; 0.2% of 350,000 active; AID 2528; recombinant BLM DNA unwinding, fluorescence dequenching; Potency, µM (doses to about 56.1 µM), for inactives: top-dose activity change, negative = inhibition, most hits filed as inhibitors; P54132;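 note: potency is the fitted concentration of half-maximal effect; plate controls were vehicle for no effect and no enzyme for full effect; nearly all actives have a fitted effect of over 35% in size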
Target sequence (P54132 whole entry, looked up): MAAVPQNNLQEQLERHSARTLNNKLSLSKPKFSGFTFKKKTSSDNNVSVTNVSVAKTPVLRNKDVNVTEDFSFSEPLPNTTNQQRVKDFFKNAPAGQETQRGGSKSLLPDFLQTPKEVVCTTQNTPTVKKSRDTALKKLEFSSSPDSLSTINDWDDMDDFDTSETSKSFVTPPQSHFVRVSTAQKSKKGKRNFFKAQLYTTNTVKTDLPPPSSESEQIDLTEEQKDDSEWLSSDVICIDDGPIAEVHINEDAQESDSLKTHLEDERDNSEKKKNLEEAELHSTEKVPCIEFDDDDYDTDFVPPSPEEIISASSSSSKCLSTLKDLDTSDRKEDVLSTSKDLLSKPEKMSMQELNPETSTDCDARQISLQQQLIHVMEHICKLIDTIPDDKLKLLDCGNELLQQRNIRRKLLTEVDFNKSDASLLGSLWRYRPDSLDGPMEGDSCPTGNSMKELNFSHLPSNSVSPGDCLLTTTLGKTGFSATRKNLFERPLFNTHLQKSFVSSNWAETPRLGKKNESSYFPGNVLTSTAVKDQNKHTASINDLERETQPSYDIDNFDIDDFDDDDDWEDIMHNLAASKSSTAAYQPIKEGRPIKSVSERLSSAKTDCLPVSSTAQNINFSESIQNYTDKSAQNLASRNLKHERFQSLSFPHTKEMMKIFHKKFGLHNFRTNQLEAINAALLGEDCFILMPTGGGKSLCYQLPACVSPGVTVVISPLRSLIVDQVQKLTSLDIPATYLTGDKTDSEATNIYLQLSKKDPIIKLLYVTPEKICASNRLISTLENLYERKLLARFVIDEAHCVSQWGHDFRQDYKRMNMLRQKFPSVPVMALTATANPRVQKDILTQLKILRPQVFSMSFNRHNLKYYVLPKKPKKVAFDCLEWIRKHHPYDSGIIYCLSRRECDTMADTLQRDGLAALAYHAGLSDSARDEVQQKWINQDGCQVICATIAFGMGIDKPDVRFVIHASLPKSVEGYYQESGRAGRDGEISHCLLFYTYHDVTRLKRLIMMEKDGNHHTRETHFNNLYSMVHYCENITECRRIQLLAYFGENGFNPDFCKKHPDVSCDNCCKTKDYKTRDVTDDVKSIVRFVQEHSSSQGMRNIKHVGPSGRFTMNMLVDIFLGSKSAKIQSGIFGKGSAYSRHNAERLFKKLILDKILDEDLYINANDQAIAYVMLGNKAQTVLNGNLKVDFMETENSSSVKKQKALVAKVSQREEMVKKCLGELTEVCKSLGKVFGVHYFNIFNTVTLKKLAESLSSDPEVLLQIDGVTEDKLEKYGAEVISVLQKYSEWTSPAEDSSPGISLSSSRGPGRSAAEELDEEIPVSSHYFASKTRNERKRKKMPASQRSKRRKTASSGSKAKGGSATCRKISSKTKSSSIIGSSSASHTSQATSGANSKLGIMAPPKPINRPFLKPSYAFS
POLK inh – blocks human DNA polymerase kappa activity; Potency, µM (highest dose often 107 µM), without a hit: top-dose activity, negative = inhibition, actives largely listed as inhibitors; Q9UBT6; AID 588579; 0.53% of 400,000 active; purified Pol kappa, fluorescent DNA synthesis assay, 10 min; note: potency is the fitted concentration of half-maximal effect; % is set by controls: 0 for no effect and ±100 for the full control effect
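10 nM Pol kappa preincubated 15 min at room temperature with compounds, then reaction started with substrate at 50 nM final. Fluorescence read kinetically at 0 and 10 min; buffer-only wells served as negative control.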
Pol beta inh – blocks human DNA polymerase beta activity; AID 485314; Pol beta primer extension/strand displacement, fluorescence kinetic; 1.3% of 340,000 active; P06746; Potency, µM (doses to about 114 µM), inactives show top-dose activity change, negative = inhibition, hits mostly inhibitors; note: potency is the fitted concentration of half-maximal effect; % is set by controls: 0 for no effect and ±100 for the full control effect
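Reaction started by 50 nM substrate onto compound-treated Pol beta (10 nM, 15 min preincubation, room temperature); plates read at 0 min and 10 min. Normalized concentration-effect data fitted by four-parameter Hill equation.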
Anesthetic bind – candidate novel general anesthetic via apoferritin binding. 0.074% of 350,000 active. Potency, µM (highest dose often 77.5 µM), for the others: at the highest dose activity change, negative = displacement, most hits filed as inhibitors. apoferritin/1-aminoanthracene competitive binding, fluorescence; note: potency is the fitted concentration of half-maximal effect; % is set by controls: 0 for no effect and ±100 for the full control effect; nearly all actives have a fitted effect of over 20% in size
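In PBS, apoferritin at 10 uM is loaded with 1-AMA from a 50% saturated solution. After 10 min of compound exposure at ambient temperature, reduced 535 nm fluorescence indicates probe displacement.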
LDHA inh – inhibitors of human lactate dehydrogenase A; purified LDHA, NADH/diaphorase-resazurin fluorescence; stronger effect = lower value; activity change, % (values are at about 110 or 230 µM); 0.15% of 480,000 active; AID 1347041; in the data active = activity change below about -30%; inconclusive = mostly about -25% to -30%;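 note: plate controls were DMSO wells for no effect and wells without enzyme for full effect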
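Resorufin fluorescence (ex540/em590), read at 0 and 20 min after diaphorase/resazurin addition, reports the NADH left after a 5 min room-temperature reaction of 2 nM human LDH5 with 0.06 mM NADH and 0.2 mM pyruvate.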
POLI inh – inhibitors of human DNA polymerase iota; Pol iota fluorescent replication assay, 10 min; 1% of 390,000 active; AID 588590; Potency, µM (titrated, usually from 115 µM), for inactives: at the highest dose activity, negative = inhibition, hits mostly inhibitors; note: potency is the fitted concentration of half-maximal effect
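Fluorescent replication assay read twice, at 0 min and 10 min after adding 50 nM (final) substrate. Enzyme (10 nM) and compounds were first incubated 15 min at room temperature; enzyme-free buffer wells were negative controls.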
APEX1 inh – blocks human APE1 abasic DNA cleavage | recombinant APE1, TAMRA/BHQ-2 abasic DNA cleavage fluorescence | Potency, µM (series often up to 65.8 µM), without a hit: top-dose activity change, negative = inhibition, hits mostly inhibitors | 0.35% of 350,000 active | AID 2517;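 note: potency is the fitted concentration of half-maximal effect; plate controls were vehicle for no effect and reference inhibitor for full effect; nearly all actives have a fitted effect of over 55% in size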
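Substrate: short duplex with […] THF abasic site, 5'-TAMRA and 3'-BHQ-2, 50 nM final. APE1 at 0.75 nM, preincubated 15 min RT with compound. Fluorescence increase from first to third read measured activity.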
Pol eta inh – inhibitors of human DNA polymerase eta; recombinant Pol eta, fluorescent DNA replication assay; 1.2% of 390,000 active; Potency, µM (titrated, usually from 114 µM), for the others: top-dose activity change, negative = inhibition, hits mostly inhibitors; Q9Y253; note: potency is the fitted concentration of half-maximal effect; % is set by controls: 0 for no effect and ±100 for the full control effect
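Fluorescent replication assay: 50 nM final substrate added after a 15 min room-temperature compound preincubation with 10 nM enzyme. Signal taken at 0 min and again at 10 min.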
Numbers without * were called inactive; u = inconclusive; x = no result given; & = joins results of further samples; [ ] = another dose, or the depositor's remark. Unless noted, calls come from the whole dose curve; as a rule, active = well fitted curve in the direction sought with a large enough effect; inconclusive = small, poorly fitted or top-dose-only effect, or another doubt; inactive = no such curve, though single readings can be large; an effect the other way counts as inactive or inconclusive.

SMILES	GRP78 ERSR act	BLM helicase inh	POLK inh	Pol beta inh	Anesthetic bind	LDHA inh	POLI inh	APEX1 inh	Pol eta inh
CN(C)/N=C/C=C1\CCC/C(=C\c2ccc(F)c(F)c2)C1=O	u	-11%	-6%	1%	-19%	-6	91%[activator]	8%	-6%
Cc1ccc(Nc2cc(=O)oc3ccccc23)c(C)c1	0%	-3%	-14%	31%	-15%	0	43%[activator]	-5%	-6%
O=C(OCc1c(-c2ccccc2)ncc2ccccc12)c1ccc(Br)cc1	0%	x	-21%	x	x	1	2%	1%	-17%
Cc1ccc(C(=O)NNC(=O)CCCCC(=O)NNC(=O)c2ccc(C)cc2)cc1	-8%	-3%	-9%	22%	-9%	-16	17%	7%	1%
CC1C(=O)N2CCCc3cc(S(=O)(=O)NCc4ccc(Cl)cc4)cc1c32 (centres undefined)	-5%	-2%	-3%	8%	3%	-5	33%[activator]	20%	-21%
Cn1cc(C(=O)c2cccc(Cl)c2Cl)cc1C(=O)O	0%	5%	-4%	22%	-5%	2	19%	1%	-5%
O=C(Nc1nccs1)c1cc2sccc2n1Cc1ccc(F)cc1	0%	0%	0%	11%	-5%	-10	u	18%	1%
CCOC(=O)c1ccc(NC(=O)C(Cc2ccccc2)NS(=O)(=O)c2ccc(Br)s2)cc1 (centres undefined)	-6%	-5%	-3%	-16%	11%	0	8%	x	-3%
Clc1ccc(-c2ccc(CNCCSc3nnnn3-c3ccccc3)o2)cc1	13%	-7%	-19%	18%	-8%	4	4%	x	-22%
Cc1cccc(NC(=O)N2CCC(C(=O)c3ccc(F)cc3)CC2)c1	5%	-6%	7%	26%	-16%	0	32%[activator]	-2%	-9%

Molecules listed so far containing fluorine, in the order listed:
SMILES	GRP78 ERSR act	BLM helicase inh	POLK inh	Pol beta inh	Anesthetic bind	LDHA inh	POLI inh	APEX1 inh	Pol eta inh
CN(C)/N=C/C=C1\CCC/C(=C\c2ccc(F)c(F)c2)C1=O	u	-11%	-6%	1%	-19%	-6	91%[activator]	8%	-6%
O=C(Nc1nccs1)c1cc2sccc2n1Cc1ccc(F)cc1	0%	0%	0%	11%	-5%	-10	u	18%	1%
Cc1cccc(NC(=O)N2CCC(C(=O)c3ccc(F)cc3)CC2)c1	5%	-6%	7%	26%	-16%	0	32%[activator]	-2%	-9%

Later entries:
SMILES	GRP78 ERSR act	BLM helicase inh	POLK inh	Pol beta inh	Anesthetic bind	LDHA inh	POLI inh	APEX1 inh	Pol eta inh
CC(C)CC(=O)NC(=S)NCCc1ccccc1	6%	-7%	-2%	7%	-23%	-2	-2%	15%	-7%
Cc1ccc(N2CC(C(=O)Nc3ccc(Cl)cc3Cl)CC2=O)cc1 (centres undefined)	-3%	-3%	-1%	-8%	-5%	-1	9%	x	-24%
CC(=O)N1CCN(c2ccc(Nc3ncnc4c3oc3ccccc34)cc2)CC1	-13%	-1%	-23%	-4%	-14%	4	u	-2%	-16%
O=C(Nc1cccc(-n2cnnn2)c1)c1ccc(Cl)cc1Cl	-5%	-1%	10%	5%	1%	-2	21%	54%[activator]	6%
COc1cccc(NC(=O)CN(C)C(=O)Cn2[nH]c(=O)c3ccccc3c2=O)c1	-1%	x	-16%	x	x	-4&5	33%[activator]	14%	-23%
Cc1ccc(NC(=O)COC(=O)C2COc3ccccc3O2)cc1S(=O)(=O)N1CCOCC1 (centres undefined)	-2%	1%	-16%	32%	u	-3	4%	2%	-11%
CC(/C=C1\SC(=S)N(c2ccc(C(=O)O)cc2)C1=O)=C\c1ccccc1	-7%	u	-37%	-24%	-6%	-7	20µM*	-2%	22µM*
Cc1cc([N+](=O)[O-])ccc1NC(=O)c1cccc(NC(=O)C(C)C)c1	1%	-2%	0%	-1%	-15%	2	8%	0%	-11%
Cc1cccc(NC(=O)c2ccc(OCc3c(C)noc3C)cc2)n1	0%	x	-11%	x	x	-16	7%	-11%	-10%
Cc1ccc(/C=N/N2CCN(Cc3ccc(Cl)cc3)CC2)o1	1%	-8%	-3%	4%	-17%	-4	0%	2%	-9%
CCc1nnc(NC(=O)CC23CC4CC(CC(C4)C2)C3)s1	-2%	1%	-3%	9%	u	-14	-9%	7%	-1%
CCOc1ccc(NC(=O)COc2ccc(C(=O)NC(C)c3ccc(S(N)(=O)=O)cc3)cc2OC)cc1 (centres undefined)	-4%	x	-2%	x	x	-2	4%	-9%	-17%
Cn1nc([N+](=O)[O-])nc1Sc1nnnn1-c1ccc(C(=O)O)cc1	1%	0%	5%	22%	-6%	28	20%	-16%	-13%
CCOc1c(OC(C)=O)ccc(/C=C/c2ccc3cccc(OC)c3n2)c1[N+](=O)[O-]	-6%	-10%	-12%	-2%	u	3	-14%	-9%	-19%
O=c1[nH]cnc2nc[nH]c12	0%	1%	-1%[19.4 µM]	x	-1%	x	x	3%	x
O=C(CCc1ccccc1)Nc1ccc(Cl)cn1	2%	-8%	-9%	-4%	u	-7	10%	-7%	-13%
CC1CCCCC1NC(=O)c1nn(C)c2c1CS(=O)(=O)c1ccccc1-2 (centres undefined)	-4%	-1%	-4%	1%	-19%	-4	25%	11%	-8%
N#Cc1ccc(NC(=O)Nc2ccc(Cl)cc2)cc1	-7%	-1%	-3%	-28%	3%	-5	7%	-2%	-24%
COCCn1c(C)cc(C(=O)CSc2nc3ccccc3c(=O)n2C(C)COC)c1C (centres undefined)	2%	4%	-10%	31%[activator]	-13%	-8	-15%	4%	0%
Cc1cccc(Oc2cc([N+](=O)[O-])cc3c2C(=O)Nc2ccccc2O3)c1	0%	-22%	-17%	u	u	2	79µM*	u	u
COc1cc(NC(=O)c2onc(C)c2Cl)c(OC)cc1Cl	-2%	-10%	21%	-1%	-5%	2	8%	-1%	-4%
Cc1cc(C(=O)Nc2ccc3c(c2)OCCO3)c2ccccc2n1	-5%	2%	-13%	18%	-3%	-7	84%[activator]	0%	3%
CCN(C[C@H]1N[C@@](Cc2ccccc2)(C(=O)OC)[C@H]2C(=O)N(Cc3ccccc3)C(=O)[C@@H]12)S(=O)(=O)c1ccc(F)cc1	-3%	x	6%	x	x	6	-26%	-11%	-17%
COc1ccc2c(CC(=O)Nc3cccc(S(=O)(=O)N4CCOCC4)c3)coc2c1	0%	-6%	-3%	31%	-17%	-5	20%	-3%	-5%
COc1ccc(NC(=O)N(C)C[C@H]2Oc3ccc(NC(=O)c4ccncc4)cc3C(=O)N([C@H](C)CO)C[C@@H]2C)cc1	-3%	x	0%	x	x	3	-6%	1%	2%
Cc1nc2c(C(=O)NCCc3ccccc3)c[nH]n2c(=O)c1Cc1ccccc1F	-1%	-6%	-24%	u	-14%	-1	79µM*	x	3%
CN1C[C@@H]2[C@@H]3C(=O)N(Cc4ccccc4)C(=O)[C@@H]3[C@](Cc3ccccc3)(C1=O)N2C(=O)c1ccc(C(F)(F)F)cc1	-4%	x	1%	x	x	2	22%	x	-25%
CC(=O)NN1C(=O)c2ccccc2NC1c1ccccn1 (centres undefined)	-2%	5%	-5%	-3%	91%[activator]	0&-1	132%[activator]	9%	-13%
CCCCCC/C(C=O)=C\c1ccccc1	-4%	x	0%	x	x	-8	35%[activator]	-6%&-4%	-15%
CSCC[C@H](NC(=O)c1cccs1)C(=O)N1CCC2(CC1)NCCc1[nH]cnc12	-3%	2%	4%	52%	-1%	1	37%[activator]	-8%	-17%
Cc1ccc(CSc2nnc(-c3ccncc3)o2)c(C)c1	-4%	-2%	-6%	9%	u	-5	52%[activator]	4%	-5%
O=CNC(Cc1ccccc1)C(=O)O (centres undefined)	-9%	0%	-3%	-1%	-3%	0	24%	7%	-9%
COc1ccc(/C=C2\SC(=S)N(CCC(=O)N3CCCCC3)C2=O)cc1	-17%	0%	-8%	49%	5%	-7	26%	2%	5%
NNC(=O)COc1ccc(F)cc1	-4%	0%	-13%	11%	-12%	2	28%	1%	-5%
Cc1sc2nc(COC(=O)C(NC(=O)c3ccc(Cl)cc3Cl)C(C)C)[nH]c(=O)c2c1C (centres undefined)	-2%	3%	6%	8%	-6%	-1	-2%	-13%	-11%
CCN1C(=O)N(CC)C2C1N(C(C)=O)C(=O)N2C(C)=O (centres undefined)	1%	-1%	-5%	-5%	1%	-1	-4%	3%	3%
COc1cc(OC)cc(C(=O)Nc2nnc(-c3cccnc3)o2)c1	-7%	-10%	10%	-2%	-7%	-1	106%[activator]	-3%	-11%
COc1ccccc1-c1nnc(NC(=O)c2ccc(S(=O)(=O)N3CCOCC3)cc2)o1	3%	-6%	2%	0%	-1%	-2	91%[activator]	-7%	9%
COc1ccccc1C(=O)Nc1sc2c(c1C(=O)NCc1ccco1)CCCC2	9%	-3%	-20%	1%	2%	-6	15%	-3%	-9%
CCOC(=O)c1ccc(-c2ccc3c(c2)CCC3)nc1C	0%	-9%	-16%	5%	-5%	2	-5%	15%	-9%

As entered above.
CSCC[C@H](NC(=O)c1cccs1)C(=O)N1CCC2(CC1)NCCc1[nH]cnc12 – Pol eta inh = -17%
Cc1ccc(Nc2cc(=O)oc3ccccc23)c(C)c1 – Pol eta inh = -6%

New compounds follow.
SMILES	GRP78 ERSR act	BLM helicase inh	POLK inh	Pol beta inh	Anesthetic bind	LDHA inh	POLI inh	APEX1 inh	Pol eta inh
Cc1ccc(-c2nc(-c3cc4c([nH]c3=O)CC(C)(C)CC4=O)sc2C)cc1	-1%	-5%	-2%	9%	2%	-8	2%	x	-16%
Cc1cc(C(F)(F)F)nn1CC(=O)NCc1ccccc1	-5%	-3%	-9%	u	-6%	-1	2%	3%	8%
CC(C)NC(=O)c1sc2nc3c(c(-c4cccs4)c2c1N)CN(C)CC3	-2%	-4%	-8%	0%	-6%	2	38%[activator]	-5%	-10%
CC(=O)Nc1ccc(N(C(=O)CNC(=O)c2ccco2)C(C(=O)NCc2ccco2)c2ccccc2)cc1 (centres undefined)	-5%	-1%	-2%	-1%	-12%	0	u	0%	-5%
COc1ccccc1C(=O)n1nc(-c2cccnc2)nc1NCc1ccccc1	2%&0%	-9%&0%	-7%&0%	13%&2%	-18%&-20%	-3&-1	-19%&20%	-1%	-23%&-26%
Cc1ccc(NC(=O)CN2CCN(CCN=CC3=C(O)CC(c4ccc(C)cc4)CC3=O)CC2)cc1 (centres undefined)	-1%	0%	-17%	17%	-15%	-12	151%[activator]	3%	-1%

Some of the compounds tested; count on the stated rates, not on these rows.
